Source: PubChem BioAssay (several laboratories)
Bcl-xL primary – inhibitors of human Bcl-xL; AID 2129; GST-Bcl-xL / FITC-Bim BH3 peptide fluorescence polarization; Q07817; 0.7% of 320,000 active; inhibition, % at 10.9 µM;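 active means inhibition above the mean of all tested compounds plus 3 SD, cutoff set per campaign, cut at about 30% in these data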;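 further: 0% = DMSO wells and 100% = unlabeled Bim-BH3 peptide competitor; inhibitors lower millipolarization by displacing the labeled peptide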
VLA-4 inh – inhibition in a human VLA-4 binding assay. inhibition, % (about 7 µM as worked out from the volumes in the protocol). AID 2557. VLA-4 expressing cells, ligand binding flow cytometry. 0.2% of 330,000 active; in the data active means inhibition above about 50%
CIT2-GFP yeast – yeast TOR pathway CIT2-GFP modulation; S. cerevisiae CIT2-GFP strain, flow cytometry, 3 h; 100 means same as DMSO wells; GFP response vs DMSO, % at 10 µM; 0.065% of 320,000 active; AID 2029;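 active means GFP response relative to DMSO above a set limit, near the screen mean plus 3 SD, cut at about 150% in these data; inconclusive means Fewer than 70 cells measured for a yeast strain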;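 further: ratio of well median GFP fluorescence to mean of DMSO wells on the plate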
Fam108B inh – blocks mouse Fam108B hydrolase in RBBP9 counter-screen. recombinant Fam108B, FP-Rh probe fluorescence polarization. inhibition, % at 9.51 µM. 0.33% of 300,000 active;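 active means inhibition above the screen mean inhibition plus 3 SD, computed separately per campaign, cut at about 18% in these data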;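 further: inhibitors lower polarization as less probe binds the enzyme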
MEX-5 binding – C. elegans MEX-5 TCR-2 RNA binding activity; Q9XUB2; MEX-5/FITC-TCR2 RNA binding, fluorescence polarization; stronger effect = lower value; activity score (negative = inhibition of binding), % at 10 µM; 0.38% of 300,000 active;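 active means inhibition past about -25% in most replicates, and total fluorescence under double the plate's negative control median, limit read from the data; inconclusive means replicates evenly split on the limit, or fluorescence at least double controls; inactive means too little inhibition in most replicates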;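 further: 0% = DMSO and -100% = 5 µM competing unlabeled TCR2 RNA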
Target sequence (Q9XUB2 whole entry, looked up): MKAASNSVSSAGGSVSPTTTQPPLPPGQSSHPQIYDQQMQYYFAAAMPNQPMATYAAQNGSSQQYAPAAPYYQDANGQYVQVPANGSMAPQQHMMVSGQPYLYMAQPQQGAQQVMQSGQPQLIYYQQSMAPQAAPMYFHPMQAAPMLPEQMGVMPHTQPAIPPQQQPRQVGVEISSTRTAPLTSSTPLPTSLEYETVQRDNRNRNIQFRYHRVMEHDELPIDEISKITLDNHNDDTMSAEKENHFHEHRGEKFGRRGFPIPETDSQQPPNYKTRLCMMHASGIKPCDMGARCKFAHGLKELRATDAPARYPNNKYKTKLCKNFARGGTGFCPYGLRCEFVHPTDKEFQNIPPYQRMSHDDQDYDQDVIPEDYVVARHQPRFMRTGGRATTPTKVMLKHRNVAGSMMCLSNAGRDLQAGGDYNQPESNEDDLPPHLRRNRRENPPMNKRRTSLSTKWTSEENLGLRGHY
AGP1-GFP MLPCN – yeast TOR pathway AGP1-GFP modulation. S. cerevisiae AGP1-GFP multiplex flow cytometry, 3 h; GFP as percent of DMSO wells. GFP response vs DMSO, % at 10 µM. 0.02% of 320,000 active;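 active means GFP response relative to DMSO above a set limit, near screen average plus 3 SD, cut at about 150% in these data; inconclusive means fewer than 70 cells counted for the yeast strain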;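 further: median GFP channel fluorescence of the gated AGP1 strain per well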
GLD-1 RNA inh – GLD-1-TGE RNA interaction inhibition (C. elegans); 0.44% of 320,000 active; inhibition, % at 5.96 µM; purified GLD-1 + fluorescein TGE RNA, fluorescence polarization; AID 2280; Q17339;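 active means percent inhibition above a per-plate cutoff, the plate mean of test compounds plus 3 SD, cut at about 30% in these data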;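 further: 0% = DMSO wells with GLD-1 and probe and 100% = wells lacking GLD-1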
Target sequence (Q17339 whole entry, looked up): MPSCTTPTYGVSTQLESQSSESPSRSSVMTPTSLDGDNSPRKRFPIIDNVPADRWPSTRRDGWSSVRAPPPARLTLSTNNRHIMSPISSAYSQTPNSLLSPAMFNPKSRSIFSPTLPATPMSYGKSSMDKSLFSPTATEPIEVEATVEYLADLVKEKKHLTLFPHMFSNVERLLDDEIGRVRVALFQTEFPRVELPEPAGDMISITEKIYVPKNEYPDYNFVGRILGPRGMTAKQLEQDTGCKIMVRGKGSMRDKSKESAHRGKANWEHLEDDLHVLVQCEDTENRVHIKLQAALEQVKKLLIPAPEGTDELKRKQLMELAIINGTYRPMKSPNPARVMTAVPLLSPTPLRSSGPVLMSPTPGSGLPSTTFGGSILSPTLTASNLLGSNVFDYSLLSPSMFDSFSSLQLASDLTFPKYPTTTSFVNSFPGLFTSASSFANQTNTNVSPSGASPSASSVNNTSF
GRK2 inh – human GRK2 inhibition via aptamer displacement. bead flow cytometry, FAM-aptamer displacement from GRK2. P25098. inhibition of aptamer binding, % at 10 µM. 0.59% of 330,000 active;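 active means inhibition of aptamer binding above 40%, roughly 3 SD of noise, on plates passing a quality check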;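 further: median bead fluorescence of bound FAM aptamer so fluorescent compounds give negative values; no value below 0 was filed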
MCL1 BIM primary – MCL1-BIM-BH3 interaction inhibition (human) | GST-MCL1 / FITC-Bim-BH3 fluorescence polarization | inhibition, % at 10.9 µM | 0.68% of 320,000 active | AID 2057;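 active means inhibition above the mean inhibition of all tested compounds plus 3 SD, set per campaign, cut at about 40% in these data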;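 further: 0% = DMSO wells and 100% = unlabeled Bim-BH3 peptide control; higher means more loss of mP so more displacement of Bim peptide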
An asterisk follows results filed as active; u = inconclusive; x = no result given; [ ] = dose if it differs, or a comment.

SMILES	Bcl-xL primary	VLA-4 inh	CIT2-GFP yeast	Fam108B inh	MEX-5 binding	AGP1-GFP MLPCN	GLD-1 RNA inh	GRK2 inh	MCL1 BIM primary
O=C(CN(CC1CCCO1)C(=O)c1nsc(Cl)c1Cl)NC1CCCC1 (stereo unspecified)	4	57*	105	-2	-2.0	105	5	1	-2
CC(=O)c1cccc(NC(=S)NC2CCCCCCC2)c1	x	-6	99	x	x	97	x	9	x
COc1ccc(/C=N/NC(=O)c2ccccc2)cc1OS(=O)(=O)c1ccccc1	2	7	105	-7	-1.4	109	3	0	-3
CCOC(=O)c1cc(-c2ccc(OC)cc2)nn1-c1ccc(C(=O)O)cc1	3	3	103	0	2.1	104	-3	1	4
O=[N+]([O-])c1cc([N+](=O)[O-])c(Oc2cncc(Cl)c2)cc1NN1CCCCC1	7	31	96	-2	-1.1	102	1	3	2
Cc1cccc(-c2nc(Nc3ccc(O)cc3)c3ccccc3n2)c1	1	-3	92	29*	2.0	87	-3	0	4
Cc1oc(C)c(S(=O)(=O)NCc2cccs2)c1C(=O)O	2	-4	102	-3	1.5	110	3	0	2
CSc1ncc(Cl)c(C(=O)Nc2cccc(Cl)c2)n1	2	-9	104	-2	-0.2	95	3	1	-7
CC1CCCC(NC(=O)NC(=O)CCl)C1C (stereo unspecified)	4	14	99	0	-0.4	107	8	1	5
COc1cc(NC(=S)N2CCCC(CO)C2)c(OC)cc1Cl (stereo unspecified)	-1	16	89	-6	-1.5	93	0	0	0
Cc1c(Cc2ccccc2)c(NCCN(C)C)n2c(nc3ccccc32)c1C#N	3	0	77	1	-2.3	101	1	x	7
CCOC(=O)[C@@H]1[C@H]2COc3ccc(Br)cc3[C@@H]2N2C(=O)N(c3ccc(Cl)cc3)C(=O)[C@@]12C	x	20	92	x	x	94	-1	4	x
COc1ccccc1-c1nnc(NC(=O)C(C)C)s1	5	18	114	-5	-1.1	96	3	0	9
CCS(=O)(=O)N1CCN=C1SCc1cccnc1	5	-7	105	4	0.2	102	5	0	8
CCCCCCCNC(=O)CN1C(=O)CSc2ccc(S(=O)(=O)N3CCOCC3)cc21	4	3	100	2	1.4	111	10	0	5
COc1ccc(N2CCN(CCNC(=O)Nc3cc(Cl)ccc3OC)CC2)cc1	0	14	102	-4	2.9	97	1	0	-2
CCn1cc(Cl)c(C(=O)Nc2ccccc2C(N)=O)n1	1	19	101	-2	2.4	100	-5	2	-4
O=C(NC1CCCc2ccccc21)c1ccccn1 (stereo unspecified)	4	9	86	1	1.8	90	0	3	6
Cc1ccccc1-n1ncc2c1CC(C)(C)CC2NC(=O)C1CCC1 (stereo unspecified)	-1	-101	100	0	2.4	99	0	0	-6
O=C(CCc1ccccc1)NCCc1ccc(F)cc1	0	8	88	4	0.2	91	-4	3	6
O=C(Cn1cnc2ccccc2c1=O)N(Cc1ccco1)c1ccc(O)cc1	4	1	103	-1	1.4	108	0	7	0
CN(CC(=O)NC(=O)NCc1ccccc1)CC(=O)Nc1ccc(Cl)c(Cl)c1	-1	-7	102	x	x	113	11	1	-7
CCOC(=O)c1ccc(NS(=O)(=O)c2cccc3nsnc23)cc1	3	-16	105	1	-1.9	103	6	0	5
COc1ccc(N=C2C(=Nc3ccc(OC)cc3)N(c3ccccc3)C(=S)N2C(=O)c2ccc(Cl)cc2)cc1	-4	7	96	0	-0.3	97	-2	8	-4

With a hit mark in VLA-4 inh, of those listed so far:
compound,Bcl-xL primary,VLA-4 inh,CIT2-GFP yeast,MEX-5 binding,AGP1-GFP MLPCN,GLD-1 RNA inh,GRK2 inh,MCL1 BIM primary
O=C(CN(CC1CCCO1)C(=O)c1nsc(Cl)c1Cl)NC1CCCC1 (stereo unspecified),4,57*,105,-2.0,105,5,1,-2

Going on with the list:
SMILES	Bcl-xL primary	VLA-4 inh	CIT2-GFP yeast	Fam108B inh	MEX-5 binding	AGP1-GFP MLPCN	GLD-1 RNA inh	GRK2 inh	MCL1 BIM primary
COCc1[nH]nc2c1C1(C(=O)Nc3ccc(F)cc31)C(C#N)=C(N)O2 (stereo unspecified)	11	5	98	3	-2.6	95	-3	5	7
COc1ccc(C(=O)O/N=C(\N)Cc2cccs2)cc1OC	5	3	99	1	-0.3	101	-6	3	-8
CCOC(=O)C1CCN(C(=O)CN2C(=O)C(C(C)C)Oc3ccccc32)CC1 (stereo unspecified)	6	6	98	-1	-3.3	104	0	4	3
Cc1ccc(C(=O)NCc2ccc3c(c2)CCO3)cc1C	4	7	92	0	-1.1	110	3	0	1
CCOC(=O)c1c(C)n(C)c2ccc(OC)c(NC(=O)c3cccs3)c12	7	-3	93	7	3.3	101	-1	3	9
Cc1cccc(NC(=O)CNC(=O)COc2ccc(C(=O)c3ccc(F)cc3)cc2)c1C	2	21	104	-1	-0.6	101	0	0	7
COCCCn1c(=O)/c(=C\c2ccccc2OC(C)C)s/c1=C(/C#N)C(=O)Nc1ccc(C(=O)O)cc1	-2	-27	91	-4	u	96	5	2	-18
CCn1cc(C(=O)NP(=O)(Nc2ccc(C)cc2)Nc2ccc(C)cc2)c2ccccc21	8	14	104	-3	0.4	93	10	25	4
Cn1nnnc1SCCNS(=O)(=O)c1ccccc1	5	10	105	1	-0.9	108	10	0	3
COc1ccc(CC(NC(C)=O)C(=O)NC2CCN(C(=O)c3ccc([N+](=O)[O-])cc3)CC2)cc1OC (stereo unspecified)	6	5	95	-6	-2.0	103	5	3	8
COC(=O)C1=C(C(=O)OC)SC2(S1)C(C(=O)OC)=C(C(=O)OC)SC1=C2c2cc(C)cc(C)c2NC1(C)C	-1	-13	88	-6	0.8	87	8	0	4
Cc1cc(OCC(=O)NNC(=O)c2cccc(F)c2)ccc1Cl	2	5	84	x	x	89	0	3	1
O=C(Nc1ccnn1C1CCN(C(=O)c2cccc(Cl)c2)CC1)C1CC1	-2	4	90	-3	-0.2	94	-3	2	-5
O=C1CCCN1c1ccc(S(=O)(=O)NCCOc2ccccc2)cc1	2	-3	99	0	0.5	97	-3	0	5
COc1cc(NC(=O)CNc2ccc(Cl)c(S(=O)(=O)N3CCOCC3)c2)cc(OC)c1	9	0	99	x	x	109	9	1	5
Cc1cc(C)c(-c2c(O)c3cnn(-c4ccccc4)c3[nH]c2=O)c(C)c1	1	5	112	2	0.1	126	1	2	6
Nc1nnc(CCS(=O)(=O)c2ccc(Br)cc2)s1	-1	-4	108	1	-4.6	106	14	5	-1
N#Cc1c(N)oc(-c2ccccc2)c1-c1ccccc1	2	12	98	-1	-6.3	95	2	0	2
Cc1oc(-c2ccccc2)cc1C(=O)Nc1ccc2ccccc2c1	2	0	90	0	0.7	98	-2	98*	-1
CCOc1ccc(NC(=O)NNC(=O)c2cc3ccccc3cc2O)cc1	4	9	109[may fluoresce green]	-1	2.6	101[may fluoresce green]	0	0	11
Cc1c(NC(=O)c2c(O)c3ccccc3n(C)c2=O)c(=O)n(-c2ccccc2)n1C	4	6	102	-1	-1.1	102	-4	0	4
CCC(C)(C)NC(=O)C(c1ccccc1F)N(Cc1ccco1)C(=O)c1csnn1 (stereo unspecified)	4	0	105	-1	-0.3	106	-12	0	-4
CCOC(=O)c1c(C)[nH]c(C(=O)COC(=O)c2ccco2)c1C	x	4	109	x	x	97	0	0	x
Cc1ccc(C)c(SCC(=O)OCC(=O)Nc2ccc(S(=O)(=O)N3CCOCC3)cc2)c1	4	8	103	-2	2.2	99	0	0	10
CC1(NC(=O)CC(c2ccccc2)(c2ccccc2)c2ccccc2)CCN(CCCc2ccccc2)C1=O (stereo unspecified)	0	24	104	x	x	105	5	1	-8
COc1cc(OC)c(OC)cc1/C=N/NC(=O)c1cc(-c2cccn2C)n[nH]1	-2	-27	102	4	-3.1	94	8	0	-4
COCCCN1CN(Cc2ccco2)CNC1=S	6	7	92	2	-3.0	102	7	0	11
CN(CC(=O)Nc1ccccc1Br)C(=O)CN(C)C1CCCCC1	-14	2	90	x	x	101	4	10	-9
O=C(Nc1ccc(-c2nc3cccnc3s2)cc1)c1cccnc1Cl	7	6	103	-1	1.4	113	6	0	4
N#CCO/N=C/C(=O)Nc1ccc(F)cc1F	5	-11	113	-5	-2.8	113	2	2	8
Cc1cc(C)cc(NC(=S)NC2CC3CCCC(C2)N3CC(C)C)c1 (stereo unspecified)	2	6	102	8	1.6	120	-3	1	10
CCOc1ccc(NC(=O)C(=O)N/N=C/c2ccccc2F)cc1	-1	9	102	7	-1.9	108	-4	0	-12
CN(CC(=O)Nc1cccc(F)c1)C(=O)c1ccc2c(c1)NC(=O)CS2	-6	27	98	x	x	102	0	3	-7
COc1cccc2c(=O)n(CC(=O)Nc3ccc(F)cc3F)ccc12	5	-7	92	0	1.7	93	6	0	-4
Cc1ccc(C)c(S(=O)(=O)N2CCN(C(=O)[C@H](Cc3ccccc3)NC(=O)c3ccco3)CC2)c1	x	4	105	x	x	106	-3	23	x
S=c1[nH]nc(Cn2nnc3ccccc32)n1-c1ccc(Cl)cc1	-20	18	107	-1	1.1	94	10	1	-17
O=C(COc1ccccc1)Nc1sc2c(c1C(=O)NCc1cccnc1)CCCC2	-1	16	93	-13	0.4	103	5	0	-9
COC(=O)C1=C(CSc2nnnn2C)NC(=O)NC1c1cc(C)ccc1C (stereo unspecified)	0	24	104	1	1.3	98	3	0	7
O=C(O)COc1ccc(Nc2ccccc2)cc1	7	17	103	2	1.2	112	-1	0	11
CC(C)NCCCCOc1ccccc1-c1ccccc1	5	12	106	0	-0.6	105	3	0	3
CCOC(=O)COc1c(-c2ccc(OC)cc2)oc2ccccc2c1=O	2	-1	91	1	1.5	98	-1	1	-5
CCN(CC)CCNc1ccc(Cl)cc1[N+](=O)[O-]	4	3	94	0	-1.0	100	-4	2	4
COc1ccc(OC)c(/C=N/NC(=O)CCc2c(C)n[nH]c2C)c1	1	2	87	0	0.3	90	7	2	1
Cc1ccc(C)c(S(=O)(=O)N/N=C/c2ccc(C(=O)O)cc2)c1	0	-2	88	0	-0.4	90	2	2	-4
O=C(/C=C/c1ccc([N+](=O)[O-])cc1)NCc1ccccn1	4	9	105	-6	0.5	103	6	1	2
Cc1cccc(-n2[nH]c(C)c(C=Nc3ccc4[nH]c(=O)[nH]c4c3)c2=O)c1	2	-2	97	7	-6.2	96	2	5	-7
COc1ccc(OCC(=O)NCCNC(=O)c2ccccn2)cc1	5	7	111	2	-0.3	96	0	2	11
Cc1ccc(S(=O)(=O)NC(=O)c2cccn2C)cc1	3	-9	113	-2	1.5	105	3	3	10
COc1cc(CCC(=O)Nc2ccc(Cl)c(C(F)(F)F)c2)cc(OC)c1OC	6	24	97	-4	u	96	7	0	7
Cc1cc(C)cc(OCCCCn2cncn2)c1	0	-1	109	-2	0.2	104	2	3	-4
NS(=O)(=O)c1ccc(NC(=O)CSc2n[nH]c(=O)n2C2CC2)cc1	4	-20	96	x	x	97	1	2	4
COC(=O)C1CCN(C(=O)COC(=O)c2cc(S(=O)(=O)N3CCOCC3)ccc2C)CC1	x	-11	92	x	x	94	0	2	x
CCCN1c2cccc3cccc(c23)S1(=O)=O	5	22	90	-3	0.3	97	-2	0	3
Cc1ccc2sc(NNC(=O)c3cc(-c4cccs4)nc4ccccc34)nc2c1C	-4	9	88	-6	0.6	99	-3	0	-6
CCOc1ccc(Cc2nnc(SCC(=O)Nc3ccc(C(C)=O)cc3)[nH]c2=O)cc1	5	8	101	-4	0.8	101	8	2	6
O=C(CSc1nnc(Cc2cccs2)n1Cc1ccco1)Nc1ccc(Br)cc1	0	1	90	1	1.0	x	0	2	0
